NFkB transloc inh: inhibitors of IL-1B driven NFkB p65 nuclear import, primary screen, imaging, HUVEC, IL-1B stimulus, high-content imaging; inhibition, % at 2 µM; HUVEC IL-1B NFkB p65 nuclear translocation imaging; 94,000 compounds, 0.43% hits;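 active means inhibition above about 30% together with a positive call from visual inspection of the well image, limit read from the data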;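 further: nuclear over cytoplasmic p65 intensity ratio measured by imaging; 0% = IL-1B stimulated DMSO wells and 100% = unstimulated DMSO wells; values of inactives mirror those of a sister screen read the other way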
PLAP inhibition: PLAP enzyme inhibitors, biochemical, luminescence, HTS (AID 690); Alkaline phosphatase, placental type (Homo sapiens); purified PLAP, luminescent substrate; higher % means a stronger effect; inhibition, % at 20 µM, or IC50 in µM where a hit was titrated; 96,000 compounds, 0.08% hits; in the data active means a potency from the dose series; inactive means the rest, 99 in 100 with inhibition below about 30%; further: strong numbers were not always called active
IL1B NFkB pot: enhancers of NFkB p65 translocation in HUVEC – imaging, IL-1B stimulus, high-content imaging, primary screen. activation, % at 2 µM. 94,000 compounds, 0.3% hits. HUVEC IL-1B NFkB p65 nuclear translocation imaging;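 active means activation above 40%, about the mean plus 3 SD, also judged a hit on visual image review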;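 further: percent activation is computed from the nuclear over cytoplasmic p65 intensity ratio; values of inactives mirror those of a sister screen read the other way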
MRP reversal: reversal of MRP1-mediated doxorubicin resistance, primary screen, H69AR cells, doxorubicin co-treatment | H69AR cells + 2 uM doxorubicin, CellTiter-Glo, 72 h | differential viability (reversal), % at 10 µM | 85,000 compounds, 0.04% hits;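 active means viability drop by adding the cancer drug above about 55%, with treated viability meeting a 40% cutoff, limit read from the data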;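 further: viability without doxorubicin minus viability with 2 µM doxorubicin for each compound; larger differential means the compound sensitizes cells more to doxorubicin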
Bcl-B displacement: displacers of TR3 peptide from Bcl-B, primary screen, selectivity assay for Bfl-1 inhibitor project, biochemical, fluorescence polarization. Bcl-2-like protein 10 (Homo sapiens). FP displacement of FITC-TR3 peptide from Bcl-B; higher % means a stronger effect. displacement, % at 20 µM; hits with a dose series show IC50 in µM. 96,000 compounds, 0.11% hits. AID 748, 2007;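 active means displacement above 50% at 20 µM plus a fluorescence interference ratio under 1.5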;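 further: plate controls were wells without compound for no effect and wells lacking Bcl-B protein for full effect; a part of the inactive calls stands beside numbers as strong as those of hits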
MRP reversal cytotoxicity: second read-out of MRP reversal, no call of its own (marks repeat the call); viability, %; H69AR cells, CellTiter-Glo, 72 h; measured here: cytotoxicity without doxorubicin
MRP reversal with doxorubicin: second read-out of MRP reversal, no call of its own (marks repeat the call); viability, %; measured here: viability with 2 uM doxorubicin; stronger effect = lower value
NFkB transloc inh cell count 2 µM: second read-out of NFkB transloc inh, no call of its own (marks repeat the call); cell count; measured here: cells passing quality filter;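 raw number of nuclei counted in each imaged well without normalization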
IL1B NFkB pot cell count 2 µM: further read-out of IL1B NFkB pot, marked with its call; cell count; measured here: cells passing quality filter
Numbers without * were called inactive; nt = no result given. Only part of the results is shown; rates above refer to the full screens.

SMILES	NFkB transloc inh	NFkB transloc inh cell count 2 µM	PLAP inhibition	IL1B NFkB pot	IL1B NFkB pot cell count 2 µM	MRP reversal	MRP reversal cytotoxicity	MRP reversal with doxorubicin	Bcl-B displacement
COC(=O)c1[nH]c2cc(OC)ccc2c1NC(=O)CN1CCN(c2cccc(C)c2)C(C)C1 (configuration not stated)	-37	161	-32%	37	161	-3	15	18	2%
Cc1ccc(C(=O)N2CC3(C(C)C)CN(C(=O)c4ccc(C)cc4)CC(C(C)C)(C2)C3=O)cc1	12	157	-3%	-12	157	19	90	71	-6%
O=C1CCC(C(=O)Nc2cccc3ccccc23)N1 (configuration not stated)	-2	138	-8%	2	138	-4	94	98	-5%
Cn1c(=O)[nH]c(=O)c2c1nc(Br)n2CCCCSc1nc2ccccc2o1	-5	195	-64%	5	195	2	70	69	-11%
O=C(Nc1ccccc1C(=O)NCc1ccc(Cl)cc1)c1ccco1	6	160	-2%	-5	160	2	69	68	-2%
CNC(=O)c1ncnnc1N(C)C(=O)NCc1ccccc1	nt	nt	-15%	nt	nt	-7	87	95	-6%
C=CCn1c(O)c(N=NC(=O)CNC(=O)/C=C/c2ccco2)c2ccccc21	-2	163	-42%	2	163	-6	75	81	17%
COc1ccc(-n2c(Cc3cc(=O)[nH]c(=O)[nH]3)nnc2SCC(=O)NC2CCCC2)cc1	8	174	-30%	-8	174	3	92	89	8%
CCCC(C)NC(=O)COC(=O)c1ccc(Cl)c(S(N)(=O)=O)c1 (configuration not stated)	-4	138	16%	4	138	1	86	86	-10%
O=C(OCC(=O)N1CCCCC1)c1cc2ccccc2cc1O	-2	163	3%	2	163	-6	86	92	2%
O=C(NC1CCCC1)C1CCCN(S(=O)(=O)c2cccc3cccnc23)C1 (configuration not stated)	-14	75	4%	14	75	11	92	80	1%
O=C(CSc1nc(-c2ccco2)cc(C(F)(F)F)n1)NC1CCCC1	nt	nt	-2%	nt	nt	9	90	81	-3%
COc1ccc(S(=O)(=O)n2oc(=O)cc2-c2ccccc2)cc1OC	-19	192	-63%	19	192	0	71	71	-6%
Cc1cc(C(=O)OCn2nnc3ccccc3c2=O)c(C)o1	nt	nt	14%	nt	nt	4	104	100	-2%
CCCCCn1nc(C)c(/C=N/NC(=O)c2ccoc2C)c1C	-7	123	nt	7	123	-14	68	82	nt
CC1(C)CC(=O)C(C=Nc2ccccc2C(=O)O)=C(O)C1	-18	183	-4%	18	183	0	98	98	-16%
CCc1ccc(-c2cc(C(F)(F)F)n3nc(C(=O)Nc4c(C)nn(Cc5ccccc5Cl)c4C)cc3n2)s1	-12	163	-60%	12	163	nt	nt	nt	-9%
O=C(C1CCN(S(=O)(=O)c2cccc3cccnc23)CC1)N1CCn2c1nc1ccccc12	8	116	-50%	-8	116	5	107	102	2%
Cc1cc(-c2ccc(Cl)s2)n[nH]1	nt	nt	11%	nt	nt	11	106	95	0%
Cn1c(=O)c2c(ncn2CC(=O)Nc2cc(Cl)c(Cl)cc2Cl)n(C)c1=O	nt	nt	-2%	nt	nt	8	90	82	-2%
C=CCN(C)CC/C=C1\c2ccccc2CSc2ccccc21	10	92	nt	-10	92	-4	62	66	nt
CCCC(=O)Nc1ccc(C)c(O)c1	6	136	-5%	-6	136	nt	nt	nt	-14%
CCN(CC)C(=O)CSCc1cnn(-c2ccccc2)c1-n1cccc1	14	140	-37%	-14	140	-5	70	75	-4%
O=C(c1cnn2c(C(F)(F)F)cc(-c3ccc(Br)cc3)nc12)N1CCOCC1	10	86	-6%	-9	86	8	90	82	-6%
O=c1cc(Cl)[nH]c(=O)n1CCNc1ncc(C(F)(F)F)cc1Cl	-7	136	-54%	7	136	nt	nt	nt	-59%
Cc1ccc2c(CN3C(=O)NC(C)(c4ccc5c(c4)OCO5)C3=O)cc(=O)oc2c1 (configuration not stated)	-8	95	-68%	8	95	17	97	80	-61%
Cc1ccc(-c2c(C#N)c(N)nc3c2CCCCC3)cc1	nt	nt	20%	nt	nt	-2	94	96	-14%
O=C(CCN1C(=O)C2C3C=CC(C3)C2C1=O)NCCN1CCCc2ccccc21 (configuration not stated)	-10	166	10%	10	166	nt	nt	nt	3%
Cc1ccccc1OCc1nnc(SCc2cc(=O)[nH]c3ccccc23)o1	-2	144	9%	2	144	nt	nt	nt	3%
CC12CC(c3ccccc3O1)C(C(=O)NCc1ccccc1)C(=O)N2 (configuration not stated)	2	109	11%	-1	109	-4	95	99	4%
CCOC(=O)N1CCN(C(=S)Nc2cc(OC)c(OC)cc2C(=O)OC)CC1	-7	78	-16%	7	78	nt	nt	nt	7%
CCOC(=O)CN1C(=O)CSc2ccccc21	-5	117	10%	5	117	nt	nt	nt	-3%
COc1ccc(N2CCN(C(=O)CNC(=O)c3ccc(C(C)(C)C)cc3)CC2)cc1	9	127	-25%	-9	127	7	104	98	-2%
CCOc1c(N2CCCCC2)c(=O)c1=O	-20	109	-3%	20	109	nt	nt	nt	-5%
Cc1ccc(NS(=O)(=O)c2cc(C(=O)N3CCN(C)CC3)ccc2C)cc1	-4	133	-12%	4	133	-27	55	82	-1%
Nc1nnc(SCC(=O)N2CCN(Cc3ccccc3)CC2)s1	2	180	21%	-2	180	5	100	95	-3%
Cc1ccc(CCNC(=O)C2CCN(S(=O)(=O)N3CCC4(CC3)OCCO4)CC2)cc1	-13	133	7%	13	133	14	101	87	-4%
CCCc1cc(=O)oc2c(C)c(OS(C)(=O)=O)ccc12	4	152	nt	-4	152	nt	nt	nt	nt
Cc1cc(Cl)ccc1OCCCC(=O)N1CCN(C(=O)c2ccco2)CC1	-5	169	-66%	5	169	16	95	79	-12%
Cc1cc2oc(=O)cc(CN3CCC(C)CC3)c2cc1Cl	4	118	24%	-4	118	18	98	80	18%
COCCNC(=O)c1snc2ccc(Cl)cc12	-2	142	12%	2	142	-22	76	98	-7%
CCCn1cc(SCC(=O)Nc2ccc3c(c2)OCO3)c2ccccc21	4	69	37%	-4	69	-1	84	85	2%
CCn1c(SCC(=O)Nc2nc(C)cs2)nnc1C(NC(=O)c1ccccc1Cl)C(C)C (configuration not stated)	-16	142	-6%	16	142	-18	38	56	0%
Cc1cccc(-n2nnnc2SCc2csc(-c3ccccc3)n2)c1	-19	150	nt	19	150	-4	97	101	nt
CC1(C(=O)N2CC3(CC(c4cccc([N+](=O)[O-])c4)=NO3)C[C@H]2C(=O)NCC(N)=O)CC1 (some centres not stated)	2	115	-20%	-2	115	nt	nt	nt	14%
c1cncc(CNc2nc(N3CCOCC3)nc(N3CCOCC3)n2)c1	10	149	5%	-10	149	14	95	80	-4%
CCOC(=O)C1/C(=N\O)CC(C)(O)C(C(=O)OCC)C1c1ccc(N(C)C)cc1 (configuration not stated)	0	59	-50%	1	59	2	93	92	-24%
Cc1ccc(NC(=O)CN2C(=O)S/C(=C\c3cccn3-c3cccc(C(=O)O)c3)C2=O)c(C)c1	-10	155	-57%	10	155	nt	nt	nt	-2%
C=CCn1c(=S)[nH]c2nc3c(cc2c1=O)COC(C)(C)C3	13	175	21%	-13	175	-3	77	80	-5%
O=c1[nH]cnc2c1C(c1ccccc1[N+](=O)[O-])c1c(nc[nH]c1=O)O2	-4	151	0%	4	151	nt	nt	nt	8%
O=C1CC(c2ccncc2)c2cc3c(cc2N1)OCO3 (configuration not stated)	2	158	7%	-2	158	26	111	86	-6%
Cn1nnnc1SCSc1nnnn1C	-16	192	10%	16	192	-23	95	118	-8%
Cc1nc2nc(SCC(=O)NCc3ccco3)nn2c(C)c1Cc1ccccc1	-23	139	-48%	23	139	-12	60	72	-3%
CN(CCOCCOc1ccc2ccccc2c1)Cc1ccccc1	-8	159	-49%	8	159	1	68	67	-2%
COc1cc(C)c(Cl)cc1S(=O)(=O)NCCN1CCOCC1	0	183	-68%	0	183	3	98	95	-5%
CSc1nc2ccc3nc(NC(=O)c4ccc(C)cc4)sc3c2s1	3	170	-52%	-3	170	nt	nt	nt	-20%
O=C(NCC1COc2ccccc2O1)c1ccccc1 (configuration not stated)	5	142	1%	-5	142	nt	nt	nt	17%
CSc1nc(-c2ccc(C)cc2)nc(C(Cl)Cl)n1	-26	181	15%	26	181	nt	nt	nt	3%
CCNC(=S)NNC(=O)c1ccccc1OC(F)F	8	142	-194%	-8	142	nt	nt	nt	9%
Cc1ccc(-c2cc(C(=O)Nc3nn[nH]n3)c3ccccc3n2)cc1	5	91	-11%	-5	91	nt	nt	nt	-6%
Other compounds follow:
SMILES	NFkB transloc inh	NFkB transloc inh cell count 2 µM	PLAP inhibition	IL1B NFkB pot	IL1B NFkB pot cell count 2 µM	MRP reversal	MRP reversal cytotoxicity	MRP reversal with doxorubicin	Bcl-B displacement
Cc1cc(C)nc(N2CCN(c3ncnc4c3oc3ccccc34)CC2)n1	nt	nt	-3%	nt	nt	4	103	99	-9%
COc1cccc(NC(=O)Nc2ccc3c(c2)nnn3C)c1	-1	111	nt	1	111	0	92	92	nt
CC(=O)N1CCc2cc(S(=O)(=O)CCC(=O)N3CCc4ccccc4C3)ccc21	0	181	-53%	0	181	25	105	80	6%
COCCCN1C(=O)C(O)=C(C(C)=O)C1c1ccccn1 (configuration not stated)	-3	161	6%	3	161	-16	94	110	-3%
CCOC(=O)c1sc(NC(=O)c2cc3n(n2)C(C(F)(F)F)CC(c2ccccc2)N3)c(C(=O)OCC)c1C (configuration not stated)	-4	136	-3%	4	136	nt	nt	nt	-51%
NS(=O)(=O)c1ccc(NCc2c(F)cccc2Cl)cc1	-5	119	23%	5	119	nt	nt	nt	4%
CC1CN(C2CCCCC2)c2nc3c(c(=O)n(C)c(=O)n3C)n2C1 (configuration not stated)	-14	174	-45%	14	174	-4	55	59	-9%
